Screening data: PubChem BioAssay, Sanford-Burnham Center for Chemical Genomics
Apaf1 inhib = blocks human Apaf-1 apoptosome activity. O14727. reconstituted apoptosome caspase-3 activity, DEVD-Rh110 fluorescence. inhibition, % at 20 µM. 330,000 tested, 0.71% active. AID 489030; active = inhibition of at least 40% at 20 µM;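 note: plate controls were DMSO wells for no effect and DEVD-CHO caspase inhibitor wells for full effect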
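Material: reconstituted apoptosome with Apaf-1, cytochrome c, caspase-9, procaspase-3, dATP. Technique: Rh110 fluorescence intensity. Buffer or medium: pH 7.5 Hepes buffer with CHAPS, BSA, DTT. Times: 30 min plus 50 min, RT.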
SENP1 inh = inhibitors of human SENP1 SUMO protease catalytic domain. Q9P0U3. recombinant SENP1 catalytic domain, CyPet-SUMO1-YPet FRET cleavage. inhibition, % at 10 µM. 360,000 tested, 0.21% active;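 active = inhibition at least 30% at 10 µM, raw YFP signal under a set limit, fluorescence ratio 0.5 to 1.5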;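 note: 0% = enzyme with DMSO and 100% = no enzyme wells; some results filed as inactive read as strong as hits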
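material = recombinant human SENP1 catalytic domain, His6-tagged | quantity = 20 pM enzyme | reagent = 25 nM SUMO1 FRET substrate | compound dosing = 10 µM single point, 0.5% DMSO | timing = 50 min enzyme reaction, room temperature, light-protected | detection = FRET, CFP and YFP emission | control set = no-enzyme low, enzyme-DMSO high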
SENP6 inh = blocks the human protease SENP6; Q9GZR1; AID 2599; Recombinant SENP6 catalytic domain, aminoluciferin luminescence; 330,000 tested, 1.8% active; inhibition, % at 10 µM;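 active = inhibition above about 50% at the single tested dose, limit read from the data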;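 note: plate controls were DMSO wells with enzyme for no effect and DMSO wells lacking enzyme for full effect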
PfGluPho inh = PfG6PD (Plasmodium falciparum) enzyme inhibition; 350,000 tested, 0.78% active; PfGluPho enzyme, NADPH resazurin-diaphorase fluorescence; inhibition, % at 20 µM;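 active = inhibition reaching at least a set limit at 20 µM in the primary screen, cut at about 59% in these data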;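 note: 0% = DMSO wells with substrate and 100% = DMSO wells lacking glucose-6-phosphate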
SENP7 inh = blocks the human protease SENP7; recombinant SENP7, Z-RLRGG-aminoluciferin luminescence, 40 min; inhibition, % at 5 µM; 330,000 tested, 1.5% active;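 active = inhibition above about 50% at the single test dose, limit read from the data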;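 note: plate controls were DMSO with enzyme for no effect and no enzyme buffer wells for full effect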
SENP8 block-1 = SENP8 (human) protease inhibition | AID 602440 | inhibition, % at 20 µM | Q96LD8 | recombinant SENP8, Nedd8 substrate fluorescence | 360,000 tested, 0.64% active; in the data active = inhibition mostly above about 40%, no sharp cut-off; inactive = mostly below about 27%
Target sequence (Q96LD8 whole entry, looked up): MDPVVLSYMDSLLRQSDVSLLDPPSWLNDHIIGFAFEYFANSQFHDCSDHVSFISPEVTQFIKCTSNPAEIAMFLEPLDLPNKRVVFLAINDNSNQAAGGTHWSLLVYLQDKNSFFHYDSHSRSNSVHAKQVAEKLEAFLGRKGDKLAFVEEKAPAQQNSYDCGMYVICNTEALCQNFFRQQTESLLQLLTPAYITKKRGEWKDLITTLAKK
SENP8 block-2 = SENP8 protease inhibition; Q96LD8; purified SENP8, Z-RLRGG-aminoluciferin cleavage, luminescence; inhibition, % at 10 µM; 330,000 tested, 1.2% active; AID 2540; in the data active = inhibition above about 50%
HKDC1 inh = inhibitors of human hexokinase HKDC1 | 340,000 tested, 0.16% active | recombinant HKDC1, G6PDH/diaphorase resazurin coupled fluorescence | inhibition, % at 20 µM;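 active = inhibition above about 35% when tested at 20 µM, limit read from the data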;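 note: plate controls were DMSO wells with enzyme for no effect and DMSO wells lacking enzyme for full effect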
Target sequence (Q2TB90 whole entry, looked up): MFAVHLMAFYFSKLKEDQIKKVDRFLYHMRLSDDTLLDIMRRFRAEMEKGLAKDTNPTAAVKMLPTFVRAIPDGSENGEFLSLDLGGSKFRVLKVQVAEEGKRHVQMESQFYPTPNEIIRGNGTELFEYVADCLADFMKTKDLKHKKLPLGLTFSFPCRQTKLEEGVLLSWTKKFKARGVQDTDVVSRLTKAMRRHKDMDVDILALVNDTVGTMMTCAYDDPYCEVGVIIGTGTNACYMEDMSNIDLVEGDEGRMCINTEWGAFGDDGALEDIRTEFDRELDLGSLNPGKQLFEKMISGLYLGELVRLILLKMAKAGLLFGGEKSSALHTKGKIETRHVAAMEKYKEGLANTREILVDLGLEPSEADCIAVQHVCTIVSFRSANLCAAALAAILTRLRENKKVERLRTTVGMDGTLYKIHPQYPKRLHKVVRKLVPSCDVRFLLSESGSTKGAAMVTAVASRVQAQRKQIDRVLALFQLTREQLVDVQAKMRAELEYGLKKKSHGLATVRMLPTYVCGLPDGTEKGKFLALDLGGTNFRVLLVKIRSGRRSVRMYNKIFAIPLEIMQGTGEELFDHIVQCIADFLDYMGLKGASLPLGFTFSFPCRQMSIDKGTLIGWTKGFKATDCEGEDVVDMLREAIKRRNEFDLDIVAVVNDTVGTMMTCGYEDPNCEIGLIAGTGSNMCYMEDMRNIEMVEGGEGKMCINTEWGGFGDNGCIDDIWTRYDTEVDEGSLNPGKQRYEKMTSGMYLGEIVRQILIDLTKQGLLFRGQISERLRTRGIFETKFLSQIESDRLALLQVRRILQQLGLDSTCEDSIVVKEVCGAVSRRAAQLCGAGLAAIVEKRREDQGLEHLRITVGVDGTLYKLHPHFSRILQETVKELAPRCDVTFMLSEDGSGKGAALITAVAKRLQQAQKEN
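Test system: HK5 enzyme. Quantity: 5 µg/mL HK5 final. Reagent: glucose and ATP substrates. Schedule: 90 min reaction incubation at room temperature, dark. Technique: resazurin-to-resorufin fluorescence via G6PDH and diaphorase coupling, 525/613 nm. Control set: DMSO wells with and without enzyme mix.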
The depositor's hits bear a star.

For Cc1c(C(=O)O)cccc1-c1ccc(C=O)o1 the results were Apaf1 inhib -7, SENP1 inh 2, SENP6 inh 0, PfGluPho inh -1, SENP7 inh -2, SENP8 block-1 -57, SENP8 block-2 12 and HKDC1 inh -4.
`CC1=[N+]([O-])C(C)(C)C(c2ccc(Br)cc2)=[N+]1[O-]` gave Apaf1 inhib -3, SENP1 inh 0, SENP6 inh -6, PfGluPho inh -7, SENP7 inh -5, SENP8 block-1 16, SENP8 block-2 1 and HKDC1 inh 5.
For CCCn1c(CCNC(=O)c2cccs2)nc2ccccc21 the results were Apaf1 inhib 5, SENP1 inh 0, SENP6 inh -6, PfGluPho inh 2, SENP7 inh 2, SENP8 block-1 -3, SENP8 block-2 -5 and HKDC1 inh -1.
For CCCn1c(SCC(=O)Nc2cccc(C)n2)nnc1C(C)C the results were Apaf1 inhib 0, SENP1 inh 4, SENP6 inh -11, PfGluPho inh -1, SENP7 inh -5, SENP8 block-1 4, SENP8 block-2 -3 and HKDC1 inh -2.
For COc1ccc(N(C(=O)c2ccncc2)S(=O)(=O)c2ccc(Cl)cc2)cc1 the results were Apaf1 inhib 1, SENP1 inh 0, SENP6 inh -11, PfGluPho inh 3, SENP7 inh -4, SENP8 block-1 2, SENP8 block-2 -7 and HKDC1 inh -4.
For Cc1cccc(C(=O)NCC(c2ccc(F)cc2)N2CCOCC2)c1 (stereo not drawn) the results were Apaf1 inhib 4, SENP1 inh 1, SENP6 inh 14, PfGluPho inh 7, SENP7 inh 5, SENP8 block-1 5, SENP8 block-2 3 and HKDC1 inh -10.
Cn1c(SCc2ccc(F)cc2)nnc1-c1ccccn1 was read as Apaf1 inhib -9, SENP1 inh 1, SENP6 inh -5, PfGluPho inh -10, SENP7 inh 3, SENP8 block-1 11, SENP8 block-2 -4 and HKDC1 inh -2.
`O=c1cc(NCc2ccco2)c2ccccc2o1` gave Apaf1 inhib 1, SENP1 inh 0, SENP6 inh -8, PfGluPho inh -4, SENP7 inh -3, SENP8 block-1 6, SENP8 block-2 -9 and HKDC1 inh 5.
Screening COc1ccccc1NS(=O)(=O)c1cccc(C(=O)OCc2nc3ccccc3s2)c1 returned Apaf1 inhib 14, SENP1 inh -5, SENP6 inh -11, PfGluPho inh 0, SENP7 inh 2, SENP8 block-1 4, SENP8 block-2 -1 and HKDC1 inh 0.
Screening CCOC(=O)C1=C(COC(=O)/C=C/c2cc(Br)ccc2F)NC(=O)NC1C (stereo not drawn) returned Apaf1 inhib 26, SENP1 inh 2, SENP6 inh 2, PfGluPho inh -5, SENP7 inh 4, SENP8 block-1 8, SENP8 block-2 -1 and HKDC1 inh 2.
For O=C1NC(=O)C(=Cc2ccc(Cl)cc2Cl)S1 the results were SENP1 inh 3, PfGluPho inh -15, SENP8 block-1 -18 and HKDC1 inh 4.
For CCOc1ccc(S(=O)(=O)N2CCC(C(=O)NCCc3ccc(OC)c(OC)c3)CC2)cc1 the results were Apaf1 inhib 12, SENP1 inh 2, SENP6 inh 0, PfGluPho inh 1, SENP7 inh 2, SENP8 block-1 17, SENP8 block-2 4 and HKDC1 inh -2.

Structural class, the entries above containing an aryl thioether with sulfur outside any ring (2)
For CCCn1c(SCC(=O)Nc2cccc(C)n2)nnc1C(C)C the results were Apaf1 inhib 0, SENP1 inh 4, SENP6 inh -11, PfGluPho inh -1, SENP7 inh -5, SENP8 block-1 4, SENP8 block-2 -3 and HKDC1 inh -2.
Cn1c(SCc2ccc(F)cc2)nnc1-c1ccccn1 was read as Apaf1 inhib -9, SENP1 inh 1, SENP6 inh -5, PfGluPho inh -10, SENP7 inh 3, SENP8 block-1 11, SENP8 block-2 -4 and HKDC1 inh -2.

The results go on.
For CCC1=C(c2ccc(C)cc2)S(=O)(=O)N=C1N1CCC(C(=O)NCCCN2CCCCC2)CC1 the results were Apaf1 inhib 25, SENP1 inh -4, SENP6 inh 7, PfGluPho inh 4, SENP7 inh -2, SENP8 block-1 12, SENP8 block-2 -1 and HKDC1 inh 4.
`COc1cc(/C=C2/SC(=S)N(c3c(C)n(C)n(-c4ccccc4)c3=O)C2=O)ccc1O` gave Apaf1 inhib 9, SENP1 inh 46*, SENP6 inh 15, PfGluPho inh 18, SENP7 inh 1, SENP8 block-1 20, SENP8 block-2 7 and HKDC1 inh -6.
Screening CN(c1nc2ccccc2n2c(-c3ccco3)nnc12)S(=O)(=O)c1ccccc1 returned Apaf1 inhib -9, SENP1 inh -1, SENP6 inh -2, PfGluPho inh -8, SENP7 inh 11, SENP8 block-1 -306, SENP8 block-2 4 and HKDC1 inh -2.
O=C(CCCSc1nnc(-c2cccs2)n1CC1CCCO1)c1ccccc1 (stereo not drawn) was read as Apaf1 inhib 11, SENP1 inh 1, SENP6 inh 13, PfGluPho inh 4, SENP7 inh 2, SENP8 block-1 -14, SENP8 block-2 1 and HKDC1 inh -1.
Screening O=C1C(=O)N2C(=C1C(=O)N1CCCCCC1)c1ccccc1CC21CCCC1 returned Apaf1 inhib -3, SENP1 inh 0, SENP6 inh -3, PfGluPho inh -7, SENP7 inh 2, SENP8 block-1 16, SENP8 block-2 -5 and HKDC1 inh 1.
COc1ccc(/C=C/C(=O)OC2CCCN(C)C2)cc1 (stereo not drawn) was read as Apaf1 inhib -1, SENP1 inh 3, SENP6 inh -4, PfGluPho inh 0, SENP7 inh 4, SENP8 block-1 18, SENP8 block-2 -7 and HKDC1 inh -6.
`CCCn1cc(C(=O)N(C)C2CCCN(Cc3ccccc3F)C2)c(C)n1` (stereo not drawn) gave Apaf1 inhib -10, SENP1 inh 0, SENP6 inh -7, PfGluPho inh 10, SENP7 inh -5, SENP8 block-1 2, SENP8 block-2 -5 and HKDC1 inh -7.
Screening CC(=O)c1cc(C#N)c(Oc2ccc(F)cc2)nc1C returned Apaf1 inhib -3, SENP1 inh 5, SENP6 inh -6, PfGluPho inh -11, SENP7 inh -10, SENP8 block-1 18, SENP8 block-2 -7 and HKDC1 inh 3.
Cc1nn(-c2ccccc2)c2sc(C(=O)OCC(=O)N3CCCCC3)cc12 was read as Apaf1 inhib 10, SENP1 inh 0, SENP6 inh 7, PfGluPho inh -11, SENP7 inh -3, SENP8 block-1 -132, SENP8 block-2 0 and HKDC1 inh 5.
For NC(=O)c1cccnc1OCC(F)(F)F the results were Apaf1 inhib -28, SENP1 inh -1, SENP6 inh -5, PfGluPho inh -6, SENP7 inh -1, SENP8 block-1 -2, SENP8 block-2 8 and HKDC1 inh -4.
COc1ccc(CNC(=O)c2ccc(Br)o2)cc1 was read as Apaf1 inhib 8, SENP1 inh -2, SENP6 inh -4, PfGluPho inh 2, SENP7 inh 6, SENP8 block-1 12, SENP8 block-2 -2 and HKDC1 inh -4.
`O=C(Nc1ccc(Cl)cn1)C1CCCN(c2ncnc3c2nc2n3CCCCC2)C1` (stereo not drawn) gave Apaf1 inhib 13, SENP1 inh -2, SENP6 inh 1, PfGluPho inh 17, SENP7 inh -1, SENP8 block-1 4, SENP8 block-2 -1 and HKDC1 inh 11.
Screening Cc1cc(C)n(C(=O)CNc2cccc(Cl)c2C)n1 returned Apaf1 inhib 1, SENP1 inh 0, SENP6 inh 4, PfGluPho inh -9, SENP7 inh 18, SENP8 block-1 19, SENP8 block-2 -17 and HKDC1 inh -4.
Screening Cc1nc(-c2ccc([N+](=O)[O-])cc2)nc2[nH]ccc(=O)c12 returned Apaf1 inhib 2, SENP1 inh 0, SENP6 inh 5, PfGluPho inh -4, SENP7 inh 35, SENP8 block-1 22, SENP8 block-2 6 and HKDC1 inh 4.
Screening COc1c2c(cc3ccc(=O)oc13)CCO2 returned Apaf1 inhib 1, SENP1 inh -5, SENP6 inh -9, PfGluPho inh 9, SENP7 inh 2, SENP8 block-1 -318, SENP8 block-2 10 and HKDC1 inh -1.
For O=C(c1ccc(Br)o1)N1CCCc2ccccc21 the results were Apaf1 inhib -5, SENP1 inh 0, SENP6 inh 26, PfGluPho inh 18, SENP7 inh 21, SENP8 block-1 25, SENP8 block-2 2 and HKDC1 inh 2.
Screening Cc1nn(-c2ccccc2)c2c1C(=O)NC(=O)C(C)(C)C2 returned Apaf1 inhib -4, SENP1 inh 2, SENP6 inh -6, PfGluPho inh -12, SENP7 inh -5, SENP8 block-1 17, SENP8 block-2 4 and HKDC1 inh -7.
Cc1ccccc1-c1nnn(Cc2ccc(-c3nn[nH]n3)cc2)n1 was read as Apaf1 inhib 7, SENP1 inh 0, SENP6 inh 3, PfGluPho inh -33, SENP7 inh 6, SENP8 block-1 4, SENP8 block-2 -10 and HKDC1 inh -2.
Screening Cc1cc2c3c([nH]c2cc1S(=O)(=O)NCCCOC(C)C)CC(C)(C)CC3=O returned Apaf1 inhib 2, SENP1 inh 1, SENP6 inh 1, PfGluPho inh 10, SENP7 inh 1, SENP8 block-1 12, SENP8 block-2 7 and HKDC1 inh 3.
For C=CC[N+](C)(C)c1ccc(CCC(=O)CCc2ccc([N+](C)(C)CC=C)cc2)cc1 the results were Apaf1 inhib 9, SENP1 inh -2, SENP6 inh -3, PfGluPho inh 12, SENP7 inh 10, SENP8 block-1 5, SENP8 block-2 0 and HKDC1 inh -7.
COc1cccc(/C=C/C(=O)c2ccc3c(c2)OCO3)c1OC was read as Apaf1 inhib -1, SENP1 inh -1, SENP6 inh 11, PfGluPho inh -1, SENP7 inh -2, SENP8 block-1 10, SENP8 block-2 -4 and HKDC1 inh 5.
For CCc1ccccc1N(CC(=O)Nc1cccc(N(C)S(C)(=O)=O)c1)S(C)(=O)=O the results were Apaf1 inhib -10, SENP1 inh 3, SENP6 inh -3, PfGluPho inh -9, SENP7 inh -9, SENP8 block-1 5, SENP8 block-2 -8 and HKDC1 inh -1.
`O=C(CSc1nnc(CNC(=O)c2cccs2)o1)NCc1ccc(F)cc1` gave Apaf1 inhib 5, SENP1 inh 2, SENP6 inh 0, PfGluPho inh 9, SENP7 inh -6, SENP8 block-1 30, SENP8 block-2 -7 and HKDC1 inh 22.
COC(=O)c1ccccc1NC(=O)NC1CCCC1 was read as Apaf1 inhib -8, SENP1 inh 0, SENP6 inh 0, PfGluPho inh 9, SENP7 inh 3, SENP8 block-1 -228, SENP8 block-2 -3 and HKDC1 inh -8.
Screening COc1ccc(CCNC2CC(=O)N(CCc3ccccc3)C2=O)cc1 (stereo not drawn) returned Apaf1 inhib -14, SENP1 inh 3, SENP6 inh -11, PfGluPho inh -15, SENP7 inh 0, SENP8 block-1 10, SENP8 block-2 -2 and HKDC1 inh -7.
O=S(=O)(NCCc1c[nH]c2ccccc12)c1ccccc1 was read as Apaf1 inhib 8, SENP1 inh -2, SENP6 inh 1, PfGluPho inh 14, SENP7 inh -7, SENP8 block-1 14, SENP8 block-2 -10 and HKDC1 inh 1.
CC1(C)CC(N2CCN(CCO)CC2)=CC(=S)N1 was read as Apaf1 inhib 4, SENP1 inh -14, SENP6 inh 4, PfGluPho inh -1, SENP7 inh -8, SENP8 block-1 8, SENP8 block-2 -6 and HKDC1 inh -5.
`C[C@H](CO)N1C[C@H](C)[C@@H](CN(C)C)Oc2c(NC(=O)CCC(F)(F)F)cccc2C1=O` gave Apaf1 inhib 5, SENP1 inh 1, SENP6 inh -9, PfGluPho inh -11, SENP7 inh 0, SENP8 block-1 2, SENP8 block-2 1 and HKDC1 inh -7.
For CCOC(=O)C1(Cc2ccc(OC)cc2)CCN(C(=O)[C@@H]2CCCN2C(C)=O)CC1 the results were Apaf1 inhib 1, SENP1 inh 3, SENP6 inh 1, PfGluPho inh -6, SENP7 inh -9, SENP8 block-1 -7, SENP8 block-2 -10 and HKDC1 inh -2.
